S1P3 antagonist = antagonists of human S1P3 receptor; AID 485; inhibition, % at 4.98 µM; Q99500; 170,000 compounds, 0.27% hits; CHO S1P3 NFAT-BLA reporter, FRET fluorescence, antagonist mode;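 active = inhibition above the plate cutoff, the mean inhibition of test wells on that plate plus 3 SD, cut at about 28% in these data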;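 also: cells challenged with S1P at its EC80 of 0.8 µM; blue over green emission ratio from cleaved BLA substrate after 4 h stimulation; 0% = S1P-stimulated wells and 100% = unstimulated DMSO-only wells; some compounds past the cut are filed as inactive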
Target sequence (Q99500 whole entry, looked up): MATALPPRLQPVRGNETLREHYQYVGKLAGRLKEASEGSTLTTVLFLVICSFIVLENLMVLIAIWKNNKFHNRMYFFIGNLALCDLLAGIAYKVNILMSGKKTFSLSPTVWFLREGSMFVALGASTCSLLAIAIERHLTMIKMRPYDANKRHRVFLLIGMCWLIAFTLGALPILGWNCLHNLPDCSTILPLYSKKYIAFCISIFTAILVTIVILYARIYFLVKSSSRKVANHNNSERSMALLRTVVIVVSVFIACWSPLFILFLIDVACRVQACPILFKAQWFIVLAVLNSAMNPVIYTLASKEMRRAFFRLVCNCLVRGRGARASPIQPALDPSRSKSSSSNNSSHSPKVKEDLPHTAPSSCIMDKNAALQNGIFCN
ROMK mod = human ROMK K+ channel modulation, primary screen. P48048. Tet-inducible ROMK, thallium flux fluorescence; actives lie on both sides. B-score at 10 µM. 130,000 compounds, 2% hits. AID 1918;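 active = signal ratio slope over the read window, or its plate-corrected B-score, at least 3 SD from the plate mean, either direction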;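 also: B-score of the F/F0 ratio slope over 7 to 12 s after thallium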
Target sequence (P48048 whole entry, looked up): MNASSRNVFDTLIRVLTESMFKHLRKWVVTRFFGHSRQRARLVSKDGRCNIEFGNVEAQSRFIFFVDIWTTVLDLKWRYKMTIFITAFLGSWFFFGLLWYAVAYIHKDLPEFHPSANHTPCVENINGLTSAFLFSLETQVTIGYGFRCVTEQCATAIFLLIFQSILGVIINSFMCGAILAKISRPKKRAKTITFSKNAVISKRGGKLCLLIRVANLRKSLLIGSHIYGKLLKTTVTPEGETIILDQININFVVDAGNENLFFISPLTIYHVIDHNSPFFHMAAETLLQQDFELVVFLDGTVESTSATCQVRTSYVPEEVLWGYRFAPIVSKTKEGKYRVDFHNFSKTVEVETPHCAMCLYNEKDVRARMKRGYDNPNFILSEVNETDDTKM
* = called active by the depositor. These rows are one share of the data; rates above refer to the full screens.

SMILES	S1P3 antagonist	ROMK mod
Oc1[nH]c2ccc(Br)cc2c1N=NC(=S)NCC1CCCO1 (configuration not stated)	-7.7	0.377
O=C(N/N=C/c1cccc([N+](=O)[O-])c1)c1cc(-c2ccc3c(c2)OCO3)n[nH]1	-3.2	-0.674
Cc1ccc(NC(=O)C2CC(=O)N(Cc3ccco3)C2)cc1 (configuration not stated)	1.8	0.748
Cc1onc(-c2c(Cl)cccc2Cl)c1C(=O)Nc1nc(C(C)(C)C)cs1	-15.1	-0.741
Cc1cc2c(NC(=O)CCCC(=O)O)cccc2nn1	-2.2	0.645
C/C(=N\O)C(C)(C)Nc1cccc(F)c1	3.7	-0.36
COc1ccc(/C=N/NC(=O)CN2CCCCCCC2)c(C)c1C	-9.6	-1.09
COc1ccc(/C=C2\N=C(c3ccccc3Cl)NC2=O)cc1	-6.5	2.17
N/C(CSc1ccccn1)=N\OCc1c(Cl)cccc1Cl	2.1	-0.221
CCn1cc(C(=O)O)c(=O)c2cnc(N3CCN(C(=S)Nc4ccccc4)CC3)nc21	-0.5	-1.45
COc1ccc(C(=O)NNC(=O)OC(C)(C)C)cc1	-3.1	0.543
O=c1oc2cccnc2n1CCS(=O)(=O)c1ccc(F)cc1	-5.6	-0.374
CS(=O)(=O)N1CCN(c2nc3ccc(Cl)cc3s2)CC1	4.2	0.118
CCN(CC)C(=O)CSC(Nc1cccc(F)c1)=C(C#N)C#N	-4.2	0.298
CCN(CC)CC(=O)N1c2ccccc2Oc2c(c(=O)n(C)c(=O)n2C)C1c1cccc([N+](=O)[O-])c1 (configuration not stated)	-7.1	-1.06
COc1c(Cl)cccc1-c1cn2ccc(C)cc2n1	0.2	-1.39
O=C(O)c1nccnc1C(=O)Nc1ccc(S(=O)(=O)N2CCOCC2)cc1	11.9	0.127
COc1ccc(S(=O)(=O)N2CCOC2CNC(=O)C(=O)NCc2ccco2)cc1OC (configuration not stated)	8.0	0.0144
CCOc1cc(/C=N/NC(=O)CCn2nnc3ccccc32)ccc1O	4.6	-0.801
C=CCn1c(O)c(C=Nc2ccc(CN3CCCCC3)cc2)c(=O)[nH]c1=S	42.3*	1.01
CC(C)CC(NC(=O)OC(C)(C)C)C(=O)O (configuration not stated)	-17.7	0.698
CCOC(=O)c1sc(NNC(=O)c2ccc(F)cc2)nc1C	-10.9	0.56
Cc1nc(-c2nc(-c3c(C(=O)NNC(=O)Nc4cccc(Cl)c4)noc3C)cs2)cs1	1.9	0.638
Cc1ccc(S(=O)(=O)N(C)C)cc1[N+](=O)[O-]	-17.8	0.469
O=C(NCc1ccc(Cl)cc1)C1CCC(CNc2c(N3CCCC3)c(=O)c2=O)CC1 (configuration not stated)	3.5	-0.142

Taken from above (five entries):
SMILES	S1P3 antagonist	ROMK mod
Oc1[nH]c2ccc(Br)cc2c1N=NC(=S)NCC1CCCO1 (configuration not stated)	-7.7	0.377
O=C(N/N=C/c1cccc([N+](=O)[O-])c1)c1cc(-c2ccc3c(c2)OCO3)n[nH]1	-3.2	-0.674
Cc1ccc(NC(=O)C2CC(=O)N(Cc3ccco3)C2)cc1 (configuration not stated)	1.8	0.748
Cc1onc(-c2c(Cl)cccc2Cl)c1C(=O)Nc1nc(C(C)(C)C)cs1	-15.1	-0.741
Cc1cc2c(NC(=O)CCCC(=O)O)cccc2nn1	-2.2	0.645

Records above that bear a hit mark in S1P3 antagonist.
SMILES	S1P3 antagonist	ROMK mod
C=CCn1c(O)c(C=Nc2ccc(CN3CCCCC3)cc2)c(=O)[nH]c1=S	42.3*	1.01

Further structures follow:
SMILES	S1P3 antagonist	ROMK mod
Nc1n[nH]c(C2CC2)c1N=Nc1ccc(Cl)c(Cl)c1	-1.6	1.93
CC(=O)N1CCN(c2ccnc3cc(Cl)ccc23)CC1	4.8	-0.467
COc1cc(Cn2c(-c3ccc(O)c(OC)c3)nc3ccccc32)ccc1O	3.2	0.358
CCOC(=O)c1cnc(Nc2ccccc2)nc1C(F)(F)F	12.7	-0.0807
CS(=O)(=O)c1ccc(Cl)c(NC(=O)Nc2ccccc2)c1	-4.9	-8.31*
O=C(Nc1ccc(O)cc1)/C(=C\C=C\c1ccccc1)NC(=O)c1ccccc1	-7.1	-2.56
O=C(NNc1c(Cl)cccc1Cl)C1CCC1	1.6	0.677
CC(/C=C/C=C/c1ccccc1)=N/NC(=O)C(O)c1ccccc1 (configuration not stated)	11.3	-0.89
COc1ccc(S(=O)(=O)N2CCOC2CNC(=O)C(=O)NCc2cccnc2)cc1C (configuration not stated)	-14.9	0.0814
COc1ccc(C2CC(=O)C(C=NCCN3CCN(C(=S)Nc4ccccc4)CC3)=C(O)C2)cc1 (configuration not stated)	15.7	0.227
COC(=O)c1sc(-c2cccs2)cc1NC(=O)/C=C/C(=O)O	7.2	-0.226
COC(=O)c1ccc(S(=O)(=O)N(CCO)Cc2ccccc2)n1C	0.9	0.0319
O=C1CC(Nc2cc(=O)[nH]c(=O)[nH]2)C(=O)N1c1ccccc1Cl (configuration not stated)	-0.8	0.496
c1ccc(-c2c[n+]3c(n2-c2ccccc2)SCC3)cc1	5.5	0.675
CCOC(=O)c1c(NCCN(C)C)c2ccccc2[nH]c1=O	-13.8	0.0357
O=C(CCCCCN1C(=O)c2cccc3cccc(c23)C1=O)NC1CCS(=O)(=O)C1 (configuration not stated)	-0.9	-0.615
COc1ccccc1N1CCN(C(=O)Cn2cnc3c2c(=O)n(C)c(=O)n3C)CC1	-24.1	2.07
Cc1nc(-c2nnc(SCC(=O)Nc3cc(C(F)(F)F)cc(C(F)(F)F)c3)n2C)cs1	22.3	0.0013
COc1ccc(C(=O)COc2ncnc3cc(Cl)ccc23)cc1	-11.2	-0.00964
CC(C)C(=O)Nc1c(-c2ccccc2)c(=O)c2ccccc2n1C	-14.6	-0.45
Cc1nc(N2CCOCC2)nc(Oc2ccccc2)c1[N+](=O)[O-]	4.9	-1.34
Cn1cc(C(=O)N/N=C/c2cc(Br)cs2)c2ccccc21	8.2	-0.219
Cn1c2ccccc2c2cnn(CC(=O)Nc3ccccc3Br)c(=O)c21	8.7	0.795
CCOC(=O)c1ccc(Nc2c(OCC)c(=O)c2=O)cc1	-9.7	0.101
CN(C)/C=N/NC(=O)c1ccccc1Cl	-4.1	-0.384
Going on with the list:
SMILES	S1P3 antagonist	ROMK mod
CCOC(=O)C1CCN(C(=O)c2cccnc2Oc2ccccc2)CC1	-17.6	-0.345
Cc1ccc(CN2C(=O)N/C(=C/c3ccc(-c4ccc(C(=O)O)cc4)o3)C2=O)cc1	-0.8	0.653
CCN(CC)S(=O)(=O)c1ccc2c(c1)N(CC(=O)NCc1ccccn1)C(=O)CO2	15.4	0.919
Cc1cc(C)cc(NC(=O)c2ccc(CNc3c(N4CCCC4)c(=O)c3=O)cc2)c1	-5.7	0.322
C=CCOc1ccc(/C=C2\SC(=S)N(C(C(=O)O)c3ccccc3)C2=O)cc1 (configuration not stated)	10.3	0.523
CC(C)(C)NC(=O)N1CCCN(c2ccc(C(F)(F)F)cn2)CC1	-4.9	-0.382
COc1cccc(/C=C2\Oc3cc(OC(=O)N4CCOCC4)ccc3C2=O)c1	2.4	-0.0858
CCc1cc2c(SCC(=O)N(C)C3CCS(=O)(=O)C3)ncnc2s1 (configuration not stated)	-23.5	0.00764
CC(=N)c1c(O)c2ccccc2oc1=O	1.2	0.00103
O=[N+]([O-])/C=C1\CCCCCN1	-3.9	0.305
O=C(Nc1ccc(F)cc1)N1CCCN(c2ccc(C(F)(F)F)cn2)CC1	-7.2	-0.0771
N=c1ccn(Cc2c(Cl)cccc2Cl)cc1	4.7	1.44
OC(c1nc2ccccc2[nH]1)C(O)C(O)C(O)c1nc2ccccc2[nH]1 (configuration not stated)	1.9	-0.029
Cc1ccc(C(=O)O/N=C(\N)Cc2ccc([N+](=O)[O-])cc2)c(Cl)c1	0.4	-1.19
O=C(CN1C(=O)c2ccccc2S1(=O)=O)c1ccc2c(c1)OCCO2	-0.1	-0.199
O=c1[nH]c2cccnc2n1-c1cccc([N+](=O)[O-])c1	-3.8	-0.282
Cn1c(=O)[nH]c(=O)c2c1nc(N/N=C/c1ccncc1)n2Cc1ccc(F)cc1	8.1	0.0616
Cc1onc(-c2c(Cl)cccc2Cl)c1C(=O)Nc1ccc(Cl)cn1	-21.3	-0.303
CCCCNc1nc2sc3c(c2c(=O)n1-c1cccc(Cl)c1)CCN(C)C3	-13.8	0.0761
O=C(CCn1c(=S)oc2ccccc21)N1CCN(c2ccc(F)cc2)CC1	-5.6	-0.0205
NS(=O)(=O)c1ccc(NC(=O)C(=O)NCCC(=O)O)cc1	-4.3	-0.0872
COc1cc(OC)cc(C(=O)NCCSc2c[nH]c3ccccc23)c1	9.0	0.337
CN1CCN(CC(=O)Nc2c(C#N)cnn2-c2ccccc2)CC1	-6.8	0.99
NC(=O)N/N=C/c1cn(CC(=O)Nc2ccc(F)cc2)c2ccccc12	-1.4	1.19
COc1ccc(CNCC(=O)Nc2cc(C)nn2-c2nc(C)cc(C)n2)cc1OC	-17.5	1.88
The results go on:
SMILES	S1P3 antagonist	ROMK mod
N/C(CCS(=O)(=O)c1ccc(Cl)cc1)=N\OC(=O)c1ccc(Cl)cc1	-2.5	0.92
COc1ccc(NC(=O)c2onc(C)c2Cl)cc1	-5.5	-1.1
CCOC(=O)N1CCN(c2cc(=O)n(C)c(=O)n2C)CC1	6.4	0.533
Cc1occc1C(=O)N/N=C/c1ccc(OCc2ccccc2)cc1	17.4	-0.959
COc1ccc(CNC(=O)C2CCC(CNc3c(N4CCCCC4)c(=O)c3=O)CC2)cc1 (configuration not stated)	-4.7	-0.551
CCC1CCCCN1C(=O)CSC1=NN2CCCC(=O)N=C2S1 (configuration not stated)	3.4	0.743
CC/C(O)=C1\C(=O)CCCC1=NCCc1c(C)[nH]c2ccc(C)cc12	-3.3	-0.275
CCOC(=O)c1sc(SC)c2c1CCC/C2=N/OC	-18.6	0.292
O=[N+]([O-])c1ccccc1-c1ccc(C(=S)N2CCCCC2)o1	-8.5	-0.47
O=C(NCc1ccc2c3c(cccc13)C(=O)N2)c1cccs1	18.9	-0.326
Cc1csc2c(N3CCN(C(=O)Nc4ccccc4)CC3)ncnc12	21.7	-0.559
O=C(CNC(=O)c1cccc(Cl)c1)N/N=C/c1cccnc1	-8.3	-0.561
Cc1cc2c(c(=O)o1)C(CCC1CCCCC1)C(C#N)=C(N)O2 (configuration not stated)	12.4	0.0469
Cc1ccc(-c2nc(C(Cl)Cl)c3ccccc3n2)cc1	-3.1	-0.874
O=C(Nc1ccccc1)Oc1ccc[nH]c1=O	-1.8	0.842
CCn1c(SCC(=O)Nc2ccc(OC)c(OC)c2)nnc1-c1ccco1	-3.4	-0.752
CC1CC(C)CN(C(=O)c2ccc(CNc3c(N4CCCC4)c(=O)c3=O)cc2)C1 (configuration not stated)	-17.8	-0.692
NC(=O)CN1C(=O)/C(=c2\sc3nc(=O)c(Cc4ccccc4)nn3c2=O)c2ccccc21	-2.8	0.733
O=C(NCc1cccnc1)Nc1cccc(NC(=O)NCc2cccnc2)c1F	-4.2	-0.23
OC(CNCCNc1ncccc1C(F)(F)F)COc1ccc(F)cc1 (configuration not stated)	-9.2	-0.228
O=C(c1ccc(Cl)cc1)N1N=C(c2ccccn2)CC1(O)C(F)(F)F (configuration not stated)	-9.2	-0.444
CC1CCN(C(=O)Cn2ncc3c4ccccc4n(C)c3c2=O)CC1	3.0	-0.23
Cn1nc(NC(=O)CC(C)(C)CC(=O)O)c2ccccc21	-15.3	0.618
COc1cccc(N/N=C/c2cccc(Br)c2O)c1	-3.7	-0.337
Cc1ccc(OCC(=O)N2CCN(S(C)(=O)=O)CC2)cc1	-14.7	0.709
Next entries follow.
SMILES	S1P3 antagonist	ROMK mod
CC(C)(C)c1ccc(NC(=O)Nc2ccc3ccccc3n2)cc1	-2.3	-0.386
CNC(=S)NNC(=O)c1cccs1	-19.8	0.179
Cc1csc2c(N3CCN(C(=S)Nc4ccc(F)cc4F)CC3)ncnc12	9.3	-3.3*
CC(C)(C)c1csc(CS(=O)(=O)c2ccccn2)n1	18.3	0.578
CCOc1ccc(N(CC(=O)Nc2cccc(C)c2C)S(=O)(=O)c2c(C)[nH]c(=O)[nH]c2=O)cc1	3.5	-0.0372
O=C(O)c1ccccc1SC1CC(=O)N(c2cccc3ccccc23)C1=O (configuration not stated)	-4.2	-1.19
O=[N+]([O-])c1ccc(C2=NN(c3ccccc3)C(c3ccco3)C2)cc1 (configuration not stated)	34.3*	-1.92
O=C(NC(C(=O)N/N=C/c1ccncc1)c1n[nH]c(=O)c2ccccc12)c1ccccc1 (configuration not stated)	3.3	0.172
CCCCCOc1ccc(C(=O)NCCC(=O)NCCCC(=O)OCC)cc1	2.4	-0.43
COc1ccc(/C=C/c2nnc(NC(C)=O)s2)cc1	-0.9	-0.442
CCn1nnnc1SCC(=O)NC1Cc2ccccc2C1	-1.2	-0.656
NC(=O)c1ccccc1OCC(=O)Nc1ccc(Cl)c(Cl)c1	-5.8	0.489
O=C(NCC1CC1)Nc1cccs1	6.9	0.864
COc1ccccc1C(=O)Nc1nc2cc3c(cc2s1)OCO3	-3.8	0.107
CC(=O)NC(C(=O)OCC(=O)N(c1ccccc1)c1ccccc1)C(C)C (configuration not stated)	-9.0	0.2
Cc1cc(C)c2c(n1)sc1c(=O)n(CC(=O)c3ccccc3)cnc12	10.2	0.0297
O=C(NCc1ccccc1)c1ccc2nc(N3CCOCC3)sc2c1	4.1	-0.512
Cc1cc(C)c(N=C2SCC(=O)N2Cc2ccco2)c(C)c1	-6.8	-1.85
CCOc1ncnc2c1sc1nc(C)cc(C)c12	14.3	0.576
Cc1ccc2nc(Cl)c(/C=C/C(=O)c3ccco3)cc2c1	0.9	0.486
O=C(Cc1ccccc1)N/N=C/c1ccc[nH]1	4.2	-0.361
O=C(O)c1ccc(N/N=C/c2ccc(-c3cccc(Cl)c3)o2)cc1	-16.6	-0.264
COC(=O)[C@H](Cc1c[nH]c2ccccc12)NC(=O)Nc1ccccc1OC	-18.7	-1.93

Compound activity: PubChem, several laboratories
